# FBA Mtb inh: Mtb FBA enzyme inhibitors, primary screen, biochemical, fluorescence, strain H37Rv; 2.3% of 360,000 active; AID 588726, 2011; purified M. tuberculosis FBA, fluorescence read-out; inhibition, % at 1 µM; in the data active means inhibition above about 27%;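 further: 0% = vehicle and 100% = reference inhibitor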
# Target sequence (P9WQA3 whole entry, looked up): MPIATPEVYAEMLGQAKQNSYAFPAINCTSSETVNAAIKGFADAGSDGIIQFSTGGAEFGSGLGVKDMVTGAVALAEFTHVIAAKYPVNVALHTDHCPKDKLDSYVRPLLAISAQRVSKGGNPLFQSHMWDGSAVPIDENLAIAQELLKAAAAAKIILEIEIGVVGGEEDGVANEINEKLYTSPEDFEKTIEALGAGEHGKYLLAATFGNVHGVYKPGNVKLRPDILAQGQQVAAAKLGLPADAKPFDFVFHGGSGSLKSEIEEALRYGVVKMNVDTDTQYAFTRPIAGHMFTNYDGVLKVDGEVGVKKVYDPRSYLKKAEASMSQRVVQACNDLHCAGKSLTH
# Mtb UGM inh: M. tuberculosis UGM enzyme inhibitors, primary screen, biochemical, fluorescence polarization, single point; UDP-galactopyranose mutase (Mycobacterium tuberculosis (strain ATCC 25618 / H37Rv)), …; purified UGM, fluorescence polarization probe displacement; inhibition, % at 10 µM; 0.06% of 320,000 active; in the data active means inhibition above about 10%, passing the limit was not always enough; inconclusive means no clear call, values can overlap the other calls
# Target sequence (P9WIQ1 whole entry, looked up): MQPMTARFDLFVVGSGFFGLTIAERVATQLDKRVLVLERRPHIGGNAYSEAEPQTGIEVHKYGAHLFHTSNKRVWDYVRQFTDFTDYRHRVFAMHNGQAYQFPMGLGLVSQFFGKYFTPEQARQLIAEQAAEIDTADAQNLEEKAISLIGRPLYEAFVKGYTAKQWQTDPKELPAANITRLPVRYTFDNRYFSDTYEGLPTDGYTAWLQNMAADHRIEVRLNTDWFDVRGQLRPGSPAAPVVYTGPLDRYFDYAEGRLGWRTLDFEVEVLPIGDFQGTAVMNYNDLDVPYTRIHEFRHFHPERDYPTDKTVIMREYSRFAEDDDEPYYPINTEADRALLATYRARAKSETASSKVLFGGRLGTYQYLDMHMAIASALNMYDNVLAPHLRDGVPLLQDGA
# FadD28 binding: inhibitors of FadD28 bisubstrate probe binding, primary screen, biochemical, fluorescence polarization, single point; Mycobacterium tuberculosis FadD28 fatty-acid-AMP ligase; inhibition, % at 12.5 µM; 0.22% of 360,000 active; AID 588549, 2011; in the data active means inhibition above about 8.5%, passing the limit was not always enough; inconclusive means no clear call, values can overlap the other calls
# BoNT F protease: BoNT/F light chain protease inhibitors, primary screen, biochemical, flow cytometry, MLPCN library; AID 588497, 2011; 0.22% of 360,000 active; Multiplex microsphere protease cleavage assay; inhibition, % at 10 µM; in the data active means inhibition above about 35%, passing the limit was not always enough; inconclusive means no clear call, values can overlap the other calls; further: plate controls were buffer without enzyme for full effect and enzyme alone for no effect
# BioA inh: M. tuberculosis BioA enzyme inhibitors, primary screen, biochemical, plate reader, single point, HTS; purified M. tuberculosis BioA enzyme; 0.096% of 360,000 active; inhibition, % at 9.99 µM; AID 602481, 2012; 7,8-diaminopelargonic acid synthase BioA (Mycobacterium tuberculosis); in the data active means inhibition above about 40%; inconclusive means no clear call, values can overlap the other calls
# BoNT A protease: BoNT/A light chain protease inhibitors, primary screen, biochemical, flow cytometry, MLPCN library. Botulinum neurotoxin type A light chain protease (Clostridium botulinum A str. ATCC 3502). multiplex microsphere protease substrate cleavage. inhibition, % at 10 µM. 0.17% of 360,000 active; in the data active means inhibition above about 30%; inconclusive means no clear call, values can overlap the other calls; further: plate controls were buffer without enzyme for full effect and enzyme alone for no effect
# PrPC surface inh: inhibitors of human cell surface prion protein PrPC, primary screen, cell-based, TR-FRET; inhibition, % at 13.8 µM; 0.43% of 370,000 active; TR-FRET read-out; AID 720596, 2013; in the data active means inhibition above about 24%; further: 0% = median of the test wells and 100% = reference compound wells
# GDH-TPI counter: GDH-TPI coupling enzyme inhibitors, primary screen, artefact control for M. tuberculosis FBA inhibitor project, biochemical, absorbance, full deck | GDH-TPI coupled enzyme counterscreen, NADH absorbance | inhibition, % at 4.8 µM | 1.2% of 360,000 active;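 further: 0% = DMSO wells and 100% = wells lacking the enzyme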
# CCHFV vOTU inh: CCHFV vOTU protease inhibitors, primary screen, biochemical, Pep-AMC substrate, fluorescence | Crimean-Congo hemorrhagic fever virus L polyprotein viral ovarian tumor (vOTU) protease … | inhibition, % at 11.5 µM | 0.55% of 370,000 active | AID 651958, 2012; further: 0% = vehicle wells with enzyme and 100% = no enzyme wells
# An asterisk follows results filed as active; ? = inconclusive; · = no result given; & = joins results of further samples. Unless noted, no stated cut-off is given here; in the data, active means inhibition above about 30%; inactive means the rest.
SMILES,FBA Mtb inh,Mtb UGM inh,FadD28 binding,BoNT F protease,BioA inh,BoNT A protease,PrPC surface inh,GDH-TPI counter,CCHFV vOTU inh
CC(C)CN(C(=O)CSc1nc(N)cc(N)n1)C1CCS(=O)(=O)C1 (configuration not stated),0,0.1,-0.7,-2,9.5,-0.4,7,6,13
Cc1cc(C)nc(N/N=C/c2ccc(N3CCOCC3)cc2)n1,0,-0.7,-0.7,-1,-2.1,-0.6,-8,35*,8
O=C(O)CCSc1nnc(-c2ccc3c(c2)OCO3)o1,6,1.9,-1.4,-12,-1.2,0.1,7,-5,2
O=C(c1ccc(S(=O)(=O)N2CCCCCC2)cc1)N1CCN(c2ccccn2)CC1,-2,-0.5,-2.3,-2,-1.5,0.2,4,0,-4
CCOc1ccccc1NC(=O)c1ccc2[nH]c(C)c(C)c2c1,2,1.9,1.1,-7,-0.1,-0.2,10,2,21
Cc1ccc(C)c(NS(=O)(=O)c2ccc3c(c2)NC(=O)CO3)c1,-1,-1.3,-0.5,-5,-0.5,-0.8,3,3,9
O=C(CSc1ncn[nH]1)N1CCN(c2nnc(-c3ccccc3)c3ccccc23)CC1,0,0.2,-3.9,6,·,1.3,-4,4,-5
O=C(NCCCN1CCOCC1)c1cnn2c(-c3ccccc3)cc(-c3ccccc3)nc12,34*,-0.7,-3.8,0,3.5,0.4,-22,7,-53
O=C(NNc1nc2ccccc2s1)Nc1ccccc1,15,0.2,-0.1,-4,·,-1.0,2,2,-10
CC1(C)CCC(=O)c2ccccc21,1,·,-2.2,-7,-2.9,-0.2,-5,3,17
COc1cccc(CN2CCC2(C)C(=O)Nc2ccc(C)c(O)c2)c1F (configuration not stated),0,·,-2.2,-8,0.7,-1.0,2,-3,4
Cc1cc(C(=O)NC(=S)Nc2ccccc2N2CCCC2)ccc1[N+](=O)[O-],0,-1.2,-3.6,0,-0.8,0.2,2,2,-7
COc1ccc(-c2cc(NC(C)=O)c3ncc(-c4cccc(C(C)=O)c4)n3c2)cc1OC,-2,·,-0.4,-3,2.5,0.0,-14,4,7
NC(=O)c1cc(-c2ccccc2)nc(Oc2ccccc2)n1,-6,-0.9,-2.3,2,1.1,-0.7,5,12,13
CCOC(=O)N1CCN(C(=O)c2ccc(S(=O)(=O)Nc3cccc(C(F)(F)F)c3)cc2)CC1,1,0.1,-1.5,-6,-0.7,0.4,·,1,·
COCCNc1oc(-c2cccs2)nc1S(=O)(=O)c1ccc(C)cc1,2,1.6,-3.9,1,-0.6,-0.5,6,2,2
COc1ccccc1C1C2=C(COC2=O)Nc2cc3c(cc21)OCO3 (configuration not stated),6,0.4,-1.5,14,4.4,0.9,10,10,-8
O=C(Nc1ccc(F)cc1)C(=O)c1c(O)[nH]c2ccc([N+](=O)[O-])cc12,3,2.1,-2.0,-2,0.7,-1.4,·,38*,·
CCOC(=O)C1(C)CCCN(C(=O)c2ccccc2OC(F)(F)F)C1 (configuration not stated),-1,·,-4.3,-2,0.3,-0.2,6,-9,-13
CNC(=S)N(CCO)Cc1cc2cc3c(cc2[nH]c1=O)OCCO3,16,0.8,-1.2,23,0.5,2.2,2,12,-22

# 2 compounds drawn at random from the list so far:
SMILES,FBA Mtb inh,Mtb UGM inh,FadD28 binding,BoNT F protease,BioA inh,BoNT A protease,PrPC surface inh,GDH-TPI counter,CCHFV vOTU inh
CNC(=S)N(CCO)Cc1cc2cc3c(cc2[nH]c1=O)OCCO3,16,0.8,-1.2,23,0.5,2.2,2,12,-22
Cc1cc(C(=O)NC(=S)Nc2ccccc2N2CCCC2)ccc1[N+](=O)[O-],0,-1.2,-3.6,0,-0.8,0.2,2,2,-7

# The list continues.
SMILES,FBA Mtb inh,Mtb UGM inh,FadD28 binding,BoNT F protease,BioA inh,BoNT A protease,PrPC surface inh,GDH-TPI counter,CCHFV vOTU inh
CSc1ccn(CCC(=O)O)c(=O)n1,1,-0.2,-1.1,?,1.0,2.3,-4,0,6
O=C(c1cc2ccccc2o1)N1CCN(S(=O)(=O)c2ccc(F)c(F)c2F)CC1,4,-1.0,-1.2,·,-0.5,·,0,-5,-3
Cc1cc(C)nc(NS(=O)(=O)c2ccc(N/C=C/C(=O)c3ccc(Cl)cc3)cc2)n1,1,·,0.7,-6,-1.5,0.8,-1,32*,3
CCCCC(=O)Nc1ccc(C(=O)NNC(=S)NC(=O)c2ccccc2[N+](=O)[O-])cc1,0,1.2,-2.1,-7,-2.6,-2.0,0,38*,-5
Cc1cc(C)cc(NC(=O)C(=O)NCCCN2CCOCC2)c1,-1,-0.8,-0.8,2,2.4,-0.6,3,0,-3
COc1cc(/C=C/[N+](=O)[O-])ccc1OC(=O)/C=C/c1ccc(F)cc1,-1,-1.4,-0.7,?,-1.5,-0.2,-3,12,6
CC1(c2ccc3ccccc3c2)NC(=O)N(CC(=O)N2CCCC(C(F)(F)F)C2)C1=O (configuration not stated),2,1.4,·,-16,-1.4,-10,2,0,5
COc1ccc(CN2CCC[C@]3(N[C@H](c4ccc(OC)cc4)[C@@H]4C(=O)N(Cc5ccccc5)C(=O)[C@@H]43)C2=O)cc1,-1,·,-5.2,-1,-7.6,-0.2,2,2,-4
Cc1nc2cc(-c3cccc(F)c3)nn2c(C)c1CCC(=O)N1CCC2(CC1)OCCO2,6,-1.7,-0.5,-7,1.3,?,0,19,-5
CC1(C)CC(=O)/C(=C(\O)Cc2ccccc2)C(=NCCCCCC(=O)O)C1,-2,1.1,-1.1,1,0.3,-0.9,-2,4,-2
O=C(CSCc1ccc([N+](=O)[O-])cc1)Nc1ccccc1C(=O)O,1,1.3,-6.3,6,-1.1,-1.8,-4,-6,2
O=C(c1ccccc1F)N1CCN(c2ccc([N+](=O)[O-])cc2-n2cccc2)CC1,-6,4.4,-0.6,?,·,-4.5,-5,8,-1
Cc1ccc(NC(=O)COC(=O)c2sccc2C)cc1S(=O)(=O)N1CCOCC1,1,-0.7,-2.7,-1,·,-0.9,14,-3,12
COc1ccc(NC(=O)COC(=O)c2cc(SC)ccc2Cl)c(OC)c1,1,0.6,-0.2,0,0.6,-0.7,5,5,30*
O=C(O)c1ccc(/C=N/n2cc(-c3ccccc3)[nH]c2=S)cc1,37*,-3.6,0.0,-3,·,-0.5,-7,9,4
Cc1ccc(S(=O)(=O)NCc2ccc(C(=O)N3CCN(c4ccc([N+](=O)[O-])cc4)CC3)cc2)cc1,-6,-0.8,-4.1,7,0.1,1.4,-5,8,14
COc1ccc(Cn2c(=O)[nH]c3cc(C(=O)NCCCN4CCCCCC4)ccc3c2=O)cc1,-2,6.0,-15,-7,-0.5,-0.2,-4,6,6
O=C(NCc1ccco1)C1(S(=O)(=O)c2ccc(Cl)cc2)CC1,2,4.2,-0.8,-7,·,-0.9,-3,8,-2
COc1ccc([C@H]2CC(=O)C=C(c3ccc(C)cc3)C2)cc1OC,-1,2.1,-2.7,-3,1.0,-0.3,1,4,2
Cc1nc(C(=O)N(C)C)nn1-c1cc(Cl)cc(Cl)c1,2,1.5,-1.2,-5,3.5,0.3,-2,6,-8
O=C(COc1cccc(F)c1)NNC(=O)Cc1ccc(S(=O)(=O)N2CCOCC2)s1,0,-1.9,-2.9,-2,-0.9,-0.5,6,2,-5
Cc1cc(Nc2ccccc2Br)n2nc(C)nc2n1,2,-3.0,-2.1,8,-0.1,0.7,-6,11,6
CCn1c(O)c(N=NC(=O)CNC(=O)c2ccccc2F)c2ccccc21,1,0.2,-1.7,5,6.3,1.3,-42,26,9
CC(C)(C)NC(=O)C(c1ccc(O)cc1)N(Cc1ccco1)C(=O)Cn1nnc(-c2cccs2)n1 (configuration not stated),1,-0.2,-5.0,-5,0.2,0.2,3,0,3
COCCCn1cnc2c(c1=O)c1nc3ccccc3nc1n2-c1ccc(C)cc1,-1,0.2,-3.0,15,-0.7,5.9,-14,14,6
CCN(CC(=O)NCc1ccc(Cl)cc1)S(=O)(=O)c1ccc(NC(C)=O)cc1,0,0.8,-0.2,7,·,-0.3,6,-1,8
COc1cccc(C(C(=O)NC(C)(C)C)N(C(=O)CCC(=O)Nc2cc(C)on2)C2CC2)c1OC (configuration not stated),2,0.7,-2.8,12,·,0.0,-5,-5,2
O=S(=O)(c1ccc(Br)s1)N1CCN(CCOc2ccccc2)CC1,2,2.6,-3.8,-10,3.7,-1.1,-7,-9,9
O=C(Nc1cccc2ccccc12)c1ccc([N+](=O)[O-])o1,0,-1.9,-2.3,-14,3.3,-0.7,-4,17,-3
C[C@H](CO)N1C[C@H](C)[C@@H](CN(C)C(=O)CCC(F)(F)F)OCc2cnnn2CCCC1=O,-2,·,-1.6,-3,0.2&-0.5&-3.3,-0.4,4,8,-6
CCOc1ccc(OCCC(=O)OCC(=O)N2CCN(S(=O)(=O)c3ccc(C)cc3)CC2)cc1,-2,4.3,-2.2,2,1.0,-0.2,-3,6,-9
Cc1cc(N/C(=N\S(=O)(=O)c2ccc(F)cc2F)c2ccccc2)no1,2,1.2,-1.7,-7,-2.1,-5.6,-3,11,-7
COCCCNC(NC(=O)c1ccc(Cl)cc1)C(Cl)(Cl)Cl (configuration not stated),0,0.7,-0.4,-11,3.4,0.1,10,4,14
Nc1nccc(/C=C/c2c(Cl)cccc2Cl)n1,14,-6.8,0.2,-20,-1.0,0.4,-10,16,-14
CC(C)c1cccc(OCCCCN(C)C)c1,-8,2.6,-5.0,-3,·,0.0,-3,-1,-1
COc1ccc(CNc2ncc(-c3ccc(Cl)cc3)n2C)c(OC)c1OC,-1,2.3,-1.4,-12,13,-2.7,5,2,-7
CCN1CCN(c2ccc(S(=O)(=O)N3CCCCC3)cc2NC(=O)c2cccc(C)c2)CC1,-5,-2.4,-4.3,1,·,1.9,-3,12,1
COc1ccc(C(=O)OCC(=O)NCCCc2ccccc2)cc1OC,-1,-1.2,0.4,-6,·,-2.8,4,-3,12
O=C1NC[C@H](Cc2ccccc2)N(C[C@@H]2CCCN2C[C@H](Cc2ccccc2)N2C[C@H](Cc3ccccc3)N(CCc3ccccc3)C(=O)C2=O)C1=O,2,·,-4.4,5,-3.1,-0.1,-4,·,27
CCSc1nnc(-c2cc(Br)ccc2N)c(=O)[nH]1,1,2.8,0.1,-3,·,1.1,-1,-1,-2
Cc1cccc(OC2CCN(Cc3nc(CC4CC4)no3)CC2)c1,-1,0.7,-1.6,4,-0.4,0.0,11,3,-6
CN(C)S(=O)(=O)c1cccc(C(=O)Nc2cc(Cl)cc(Cl)c2)c1,-3,-1.1,-9.6,-1,0.7,-0.9,3,-3,10
O=C(C1CCCCC1)N1C[C@@H](O)[C@H](n2cc(-c3ccc(F)cc3)nn2)C[C@@H]1c1ccccc1,5,·,-3.3,1,·,0.0,-5,5,16
Cc1cc(C)cc(C(=O)NC(CC(N)=O)c2ccc(NC3CCCCCCC3)c([N+](=O)[O-])c2)c1 (configuration not stated),17,0.2,-0.3,-2,-0.4,-0.1,-4,8,-6
CC(=O)Nc1ccc(OCC(O)CN2C(C)CCCC2C)cc1 (configuration not stated),-1,-0.4,-4.6,-5,·,0.2,-2,-3,15
C=CCOc1ccc(/C=N/NC(=O)C(=O)N2CCCCCC2)cc1OC,5,-1.8,-1.3,-6,0.3,-1.9,-6,6,16
COc1ccccc1P(=O)(c1ccccc1)c1ccc([N+](=O)[O-])cc1 (configuration not stated),0,-1.0,-4.8,16,-1.6,0.3,-8,5,4

# Structures from the list above that have bromine (three):
SMILES,FBA Mtb inh,Mtb UGM inh,FadD28 binding,BoNT F protease,BioA inh,BoNT A protease,PrPC surface inh,GDH-TPI counter,CCHFV vOTU inh
Cc1cc(Nc2ccccc2Br)n2nc(C)nc2n1,2,-3.0,-2.1,8,-0.1,0.7,-6,11,6
O=S(=O)(c1ccc(Br)s1)N1CCN(CCOc2ccccc2)CC1,2,2.6,-3.8,-10,3.7,-1.1,-7,-9,9
CCSc1nnc(-c2cc(Br)ccc2N)c(=O)[nH]1,1,2.8,0.1,-3,·,1.1,-1,-1,-2
